TDP-43 yeast inh: qHTS of TDP-43 Inhibitors; Potency, µM (top dose mostly 46.1 µM), without a hit: top-dose growth rescue (activation), usual class: activators; actives 1.8% (n = 410,000); TDP-43 expressing yeast growth rescue, BacTiter-Glo, 24 h; also: potency is read from the fitted curve at half-maximal effect; % of control where 0% means no effect; nearly all actives have a fitted effect of over 50% in size
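Galactose-induced TDP-43 yeast, OD600=0.02, compound pinned; 24 hr, 30 deg C; BacTiter-Glo luminescence for growth. Inhibitors of TDP-43 toxicity read as activators.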
GLP1R cytotox: qHTS of GLP-1 Receptor Inverse Agonists: Cytotox Screen | HEK293 cAMP-luciferase reporter cells, luminescence, 24 h | Potency, µM (highest dose often 38.3 µM), for inactives: top-dose activity change, negative = inhibition, most hits filed as inhibitors | actives 0.13% (n = 410,000);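 also: loss of luciferase light is scored as toxicity; potency is read from the fitted curve at half-maximal effect; % is scaled to controls: 0 for no effect and ±100 for the full control effect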
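Cells in DMEM/10% Nu serum/1% pen-strep, 1536-well format. Pre-incubated 12 h, dosed with 23 nL compound, incubated a further 24 h. Luciferase detection, 12 min at room temp, luminescence.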
GLP-1R agonist: qHTS of GLP-1 Receptor Agonists; Glucagon-like peptide 1 receptor (Homo sapiens), P43220; HEK293 GLP-1R CRE-luciferase, luminescence, 4-6 h; cells express a hypersensitive GLP-1R form; Potency, µM (top dose mostly 45.6 µM), for inactives: at the top dose activation, hits mostly activators; actives 0.007% (n = 380,000); also: potency is read from the fitted curve at half-maximal effect; % of control where 0% means no effect
Target sequence (P43220 whole entry, looked up): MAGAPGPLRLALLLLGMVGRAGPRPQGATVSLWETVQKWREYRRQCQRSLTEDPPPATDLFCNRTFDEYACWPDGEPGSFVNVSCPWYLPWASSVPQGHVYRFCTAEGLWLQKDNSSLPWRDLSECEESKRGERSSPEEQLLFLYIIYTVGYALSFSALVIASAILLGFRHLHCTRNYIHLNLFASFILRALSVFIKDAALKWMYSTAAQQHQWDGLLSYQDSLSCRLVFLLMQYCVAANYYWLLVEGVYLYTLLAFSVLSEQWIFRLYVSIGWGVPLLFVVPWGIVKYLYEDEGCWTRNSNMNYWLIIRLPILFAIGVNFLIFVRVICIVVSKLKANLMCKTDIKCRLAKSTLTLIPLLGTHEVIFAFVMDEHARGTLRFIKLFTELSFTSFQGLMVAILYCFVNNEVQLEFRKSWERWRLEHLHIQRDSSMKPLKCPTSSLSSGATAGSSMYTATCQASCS
GLP-1R inv ag: qHTS of GLP-1 Receptor Inverse Agonists (Inhibition Mode); Glucagon-like peptide 1 receptor (Homo sapiens), P43220; HEK293 GLP-1R CRE-luciferase, luminescence, 24 h; GLP-1R form is constitutively active; Potency, µM (highest dose often 38.3 µM), inactives show at the top dose activity change, negative = inhibition, hits mostly inhibitors; actives 1.6% (n = 410,000); also: potency is read from the fitted curve at half-maximal effect; % is scaled to controls: 0 for no effect and ±100 for the full control effect; nearly all actives have a fitted effect of over 55% in size
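Cells are plated, allowed 12 hours at 37 deg C, then treated with compounds for 24 hr before luciferase detection reagent is added and luminescence is read after 12 min at room temperature. The HEK293 line carries constitutively active GLP-1R with a cAMP-responsive reporter.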
DRD3 agonist: qHTS of D3 Dopamine Receptor Agonist: qHTS | D(3) dopamine receptor (Homo sapiens), P35462 | D3R DiscoveRx beta-arrestin cells, luminescence, 90 min | max activation, % | actives 0.58% (n = 410,000) | AID 652048, 2013; in the data active = max activation above about 30%; also: 0% is about no effect; mostly tested at two doses, the higher about 12 µM
Target sequence (P35462 whole entry, looked up): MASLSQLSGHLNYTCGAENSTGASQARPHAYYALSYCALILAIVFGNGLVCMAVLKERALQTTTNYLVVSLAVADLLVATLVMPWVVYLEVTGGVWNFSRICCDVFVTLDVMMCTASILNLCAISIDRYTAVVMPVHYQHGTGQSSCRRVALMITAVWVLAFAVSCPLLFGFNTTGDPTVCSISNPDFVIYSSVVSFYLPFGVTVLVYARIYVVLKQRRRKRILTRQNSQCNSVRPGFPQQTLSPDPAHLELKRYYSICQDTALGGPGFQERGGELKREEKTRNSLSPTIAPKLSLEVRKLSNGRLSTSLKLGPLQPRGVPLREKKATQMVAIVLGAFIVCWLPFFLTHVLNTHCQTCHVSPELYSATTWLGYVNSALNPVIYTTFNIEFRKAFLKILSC
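Agonist-mode cell screen: cells plated at 1500/well and incubated overnight at 37 °C, then exposed to library compounds for 90 min at 37 °C. Detection reagent was added for 30–60 min at room temperature, and luminescence was read.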
D3 antag: qHTS of D3 Dopamine Receptor Antagonist: qHTS | D(3) dopamine receptor (Homo sapiens), P35462 | D3R cells, DiscoveRx beta-arrestin luminescence, antagonist mode; stronger effect = lower value | max response, negative = inhibition, % | actives 2.5% (n = 360,000); in the data active = max response below about -50%; inconclusive = no clear call, values can overlap the other calls; also: % is scaled to controls: 0 for no effect and ±100 for the full control effect; mostly tested at two doses, the higher about 12 µM
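Cells expressing the human receptor were seeded at 1500 cells/well, incubated overnight at 37 degrees C in 5% CO2, then exposed to library compounds with dopamine controls for 90 minutes at 37 degrees C before luminescent detection.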
aSyn yeast inh: qHTS of alpha-syn Inhibitors; Yeast expressing alpha-synuclein, growth rescue, BacTiter-Glo, 24 h; Potency, µM (top dose mostly 46.1 µM), for inactives: at the top dose growth rescue (activation), hits mostly activators; actives 0.14% (n = 370,000); also: potency is read from the fitted curve at half-maximal effect; % of control where 0% means no effect; nearly all actives have a fitted effect of over 65% in size
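Screening used galactose-induced yeast with toxic alpha-synuclein levels, exposed to compound for 24 hr at 30 deg C. Cell growth, read with BacTiter-Glo luminescence, gave the measured signal.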
PTHR1 agonist: qHTS for PTHR1 Agonists: Primary Screen | actives 0.075% (n = 410,000) | HEK293 GP2 PTHR1 cells, GloSensor cAMP luminescence, 1 h | AID 743266, 2014 | Parathyroid hormone/parathyroid hormone-related peptide receptor (Homo sapiens), Q03431 | Potency, µM (doses to about 115 µM), inactives show top-dose activation, most hits filed as activators; also: potency is read from the fitted curve at half-maximal effect; nearly all actives have a fitted effect of over 55% in size; some results filed as inactive show a strong effect at the top dose; inactives centre near -15; many of its hits are not listed in these tables
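HEK-293-derived GP2 cells expressing PTHR1 and a GloSensor cAMP reporter, 3,000/well, plated overnight, given luciferin plus IBMX (each 0.5 mM as added) for 1 h at 37 °C, then compound for 1 h at 37 °C. Luminescence was read after 15 min at room temperature.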
KB-V1 cytotox: qHTS assay for MDR1-selective chemotherapeutics: Primary screen using the drug-selected MDR subline cells KB-V1; KB-V1 MDR cells viability, CellTiter-Glo, 72 h; Potency, µM (highest dose often 46.1 µM), without a hit: at the top dose activity change, negative = cytotoxicity, most hits filed as cytotoxic; actives 3.4% (n = 400,000); also: potency is read from the fitted curve at half-maximal effect; % is scaled to controls: 0 for no effect and ±100 for the full control effect; nearly all actives have a fitted effect of over 60% in size
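Compound-treated KB-V1 multidrug-resistant cells, 72 h, 37 degrees C; viability by CellTiter-Glo. Fitted qHTS curves give the values.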
* hit, by the source's call; i = inactive; u = inconclusive; x = not tested or not shown; [ ] = another dose, or the depositor's remark. Unless noted, calls follow the shape of the dose curve; as a rule, active = well fitted curve in the direction sought with a large enough effect; inconclusive = small, poorly fitted or top-dose-only effect, or another doubt; inactive = no such curve, though single readings can be large; an effect the other way counts as inactive or inconclusive. This is a subset; the hit share may differ from the screen's.

SMILES | TDP-43 yeast inh | GLP1R cytotox | GLP-1R agonist | GLP-1R inv ag | DRD3 agonist | D3 antag | aSyn yeast inh | PTHR1 agonist | KB-V1 cytotox
CCC1CSC(Nc2ccc(C(=O)/C=C/c3ccc(OC)c(OC)c3)cc2)=N1 (stereo not given) | -22% | 1% | -30%[inhibitor] | u | -3 | -5 | -7% | -30% | 2.9µM*
NC(=O)c1cc(S(=O)(=O)N2CCOCC2)cs1 | 12% | 2% | 1% | 6% | 6 | -9 | -2% | i | 24%
O=C(O)CCn1c2c(c3ccccc31)CCCC2 | u | 2% | -6% | u | 3 | -29 | 15% | 16%[57.5 µM] | -1%
Nc1nc2n(n1)C(c1ccco1)CC(c1ccc(F)cc1)N2 (stereo not given) | 13% | -14% | -1% | 17% | 2 | 10 | 1% | i | -22%
CCN1C(=O)/C(=C/c2nc3ccccc3c(=O)[nH]2)c2ccccc21 | -5% | 15% | 10% | 0% | 1 | 2 | -11% | -18% | -7%
Cc1nn(C)c(C)c1S(=O)(=O)N1CCC(CO)(CC2CCCCO2)CC1 (stereo not given) | -9% | 3% | 4% | 6% | 3 | 12 | -1% | i | -10%
Cc1cccc(NC(=O)CSc2ncnc3sc(C)cc23)c1 | -7% | 0% | u | u | -5 | -21 | -3% | -7% | 7%
COc1ccc(OC)c(NS(=O)(=O)c2ccc(N3CCCCS3(=O)=O)cc2)c1 | 21%[9.22 µM] | -4% | x | -25% | 6 | x | x | -31%[inhibitor] | -2%
COC(=O)C1=C(CCc2ccccc2)NC(=O)NC1c1ccc(Cl)cc1 (stereo not given) | -5% | 2% | 13% | u | -9 | -22 | -3% | -7% | -8%
Cc1cccc(-c2noc(CN(C)S(=O)(=O)c3cc(Cl)ccc3Cl)n2)c1 | -24% | 17% | 3% | 0% | -11 | 35 | -13% | 8%[57.5 µM] | 0%
CSc1ncnc2c1ncn2CCCN(C)CCc1ccccn1 | 0% | -5% | -7% | 4% | -1 | -6 | 1% | -24% | -24%
N#Cc1cc(-c2ccccc2)nc(Oc2ccc(Cl)cc2)n1 | 14% | -13% | 0% | -35% | -9 | -15 | -5% | -35%[inhibitor] | u
CCn1c(CNC(=O)COc2ccc(C(C)C)cc2)nnc1SCC(=O)Nc1ccccc1 | -22% | -7% | 6% | 0% | -6 | -21 | 1% | 13%[57.5 µM] | u
CCC(C)NS(=O)(=O)c1ccc(OCC(=O)NCc2ccco2)cc1 (stereo not given) | 4% | 0% | 0% | -7% | -4 | 1 | -5% | i | 3%
CC1CCCN(C(=O)C(Cc2ccccc2)n2cccc2)C1 (stereo not given) | 9% | 4% | 4% | -17% | -10 | u | 14% | -54%[inhibitor] | -12%
CCc1ccccc1NC(=O)COc1cccc(-n2cnnn2)c1 | -22% | 0% | 12% | 9% | -15 | -1 | 0% | -58%[inhibitor] | u
N#Cc1c(NC(=O)COC(=O)c2ccc(O)cc2O)sc2c1CCC2 | 3% | 1% | -1% | 1% | 0 | -17 | -2%[1.84 µM] | -22% | 0%
Cc1ccccc1NC(=O)Cc1nc(COC(=O)/C=C/c2ccccc2)cs1 | 4% | 0% | 11% | u | 8 | 21 | 0% | -9% | 5%
Cc1ccc(CNC(=O)CCCCCn2c(=O)c3sccc3n(CC(=O)N3CCCCC3C)c2=O)cc1 (stereo not given) | 0% | -2% | x | -14% | 4 | x | x | -1% | 6%
COc1ccc(OC)c(NC(=O)CSc2nnnn2C2CCCC2)c1 | 12% | -12% | 14% | 3% | 36* | 2 | 1% | -3% | -29%
CCCNC(=O)N(C)C[C@@H]1Oc2cc(C#CC(C)(C)O)ccc2S(=O)(=O)N([C@H](C)CO)C[C@H]1C | 2% | 3% | -1% | 15% | 3 | 4 | 2% | -21% | -4%
CC(C)N(Cc1ccccc1)C(=O)c1cccs1 | 21% | 5% | 1% | -5% | 0 | 0 | 13% | i | -1%
CCOc1ccc2nc(N3CCCC(C(=O)Nc4ccccc4CC)C3)sc2c1 (stereo not given) | 12% | 3% | x | 10% | 4 | x | x | -49%[inhibitor] | 0%
Cc1ccc2[nH]c(=O)c(CN(CCCO)S(=O)(=O)c3c(C)ccc4nsnc34)cc2c1 | -27% | 8% | -1% | 0% | -9 | -5 | 2% | i | -9%
CC(=O)c1cccc(NC(=O)c2c(-c3ccccc3)c(-c3ccccc3)nn(C)c2=O)c1 | 17% | -14% | x | -29% | 11 | x | x | -14% | x
O=C(COC(=O)c1cc(=O)c2ccccc2o1)NCC1CCCCC1 | 4% | -10% | 1% | -20% | 2 | 1 | -1% | 3% | -1%
CC(=O)Nc1cccc(-c2ccnc3c2CC(C(=O)NCCc2ccccc2)O3)c1 (stereo not given) | 16% | -5% | 30% | u | -2 | -25 | 2% | -1% | -1%
CCNc1c(NS(=O)(=O)c2ccc(OC)cc2)c(=O)oc2ccccc12 | 0% | 4% | 12% | -4% | 3 | 28 | 2% | i | 13%
Cc1nn(-c2ccc(C(=O)O)cc2)c(=O)c2ccccc12 | -10% | -13% | -8% | 3% | -4 | 0 | 3% | i | 16%
CCN(CC)C(=O)c1ccc2c(c1)N(Cc1ccccc1F)C(=O)c1ccccc1S2=O (stereo not given) | 5% | -2% | 2% | 13% | -1 | x | x | -25% | -15%
COC(=O)C1=C(C)Nc2nc3ccccc3n2C1c1ccccc1F (stereo not given) | -7% | -16% | 10% | -4% | 6 | 19 | -3% | -1% | u
CCn1c(COc2ccc(Cl)c(C)c2)nnc1SCC(=O)N1CCCC1 | -3% | -6% | -14% | -18% | -7 | 8 | -6% | -41%[inhibitor][57.5 µM] | -17%
CCCCNC(=S)N=Nc1c(O)n(Cc2ccccc2)c2ccccc12 | 11% | -20% | -10% | u | 0 | u | -4% | i | -16%
CC1CCCCC1NC(=O)CCc1nc2sc3c(c2c(=O)[nH]1)CCCC3 (stereo not given) | -24% | 11% | -2% | 3% | -8 | 3 | 0% | i | 0%
Cc1cc(C)cc(OCC(=O)Nc2ccc(-n3cnnn3)cc2)c1 | 7% | -6% | 0% | 5% | -2 | -19 | -4% | -35%[inhibitor] | 9%
CCN(CC)C(=O)/C(=C/c1ccc(F)cc1)NC(C)=O | -9% | -6% | 1% | -15% | -2 | 16 | -2% | -13% | 1%
N#Cc1cc2ccccc2nc1SCC(=O)Nc1ccc(S(=O)(=O)N2CCCC2)cc1 | -9% | 7% | 7% | 3% | 10 | 3 | 4% | -6% | 4.1µM*
Cc1ccc(S(=O)(=O)N2Cc3ccccc3CC2C(N)=O)cc1 (stereo not given) | -14% | 5% | -3% | 12% | 0 | -1 | -11% | -21% | -22%
CC(C)Oc1ccc(C(=O)N(Cc2ccc(N(C)C)cc2)Cc2ccco2)cc1 | -3% | 0% | x | u | 1 | x | x | 0% | x
COc1ccc(N(CC(=O)NCc2ccccc2)S(C)(=O)=O)cc1 | -2% | 1% | -3% | 17% | -6 | -16 | -4% | -9% | -21%
COc1ccc(NCC(=O)n2c(C)c(C)c3ccccc32)cc1OC | 0%[1.82 µM] | 0% | 13% | 5% | -10 | -22 | -23% | -19% | -11%
COC(=O)c1cc(S(=O)(=O)NCc2ccccc2)cn1C | 8% | 1% | 19% | 1% | -1 | 20 | 1% | -24% | 14%
CC1CCN(c2nn3c(=O)c(C(=O)NCCCOC(C)C)cnc3s2)CC1 | -2% | -14% | x | -25% | -2 | x | x | -7% | -17%
O=C(CSc1nnc(SCc2ccc(Cl)cc2)s1)N/N=C/c1ccccc1C(=O)O | 0% | -8% | 6% | -26% | -5 | -22 | -5% | -10% | 21%
O=S(=O)(c1c(F)cccc1F)N1CCN(Cc2c(O)ccc3ccccc23)CC1 | u | 1% | -3% | u | 2 | 3 | 3% | -12% | u
CC(C)c1ccc(CNn2cnnc2)cc1 | -2% | 4% | 4% | 22% | 2 | 3 | -10% | -3% | 17%

Rewritten as comma-separated lines: part of the list above
molecule,TDP-43 yeast inh,GLP1R cytotox,GLP-1R agonist,GLP-1R inv ag,DRD3 agonist,D3 antag,aSyn yeast inh,PTHR1 agonist,KB-V1 cytotox
O=C(CSc1nnc(SCc2ccc(Cl)cc2)s1)N/N=C/c1ccccc1C(=O)O,0%,-8%,6%,-26%,-5,-22,-5%,-10%,21%
O=S(=O)(c1c(F)cccc1F)N1CCN(Cc2c(O)ccc3ccccc23)CC1,u,1%,-3%,u,2,3,3%,-12%,u
N#Cc1cc2ccccc2nc1SCC(=O)Nc1ccc(S(=O)(=O)N2CCCC2)cc1,-9%,7%,7%,3%,10,3,4%,-6%,4.1µM*
CC(C)Oc1ccc(C(=O)N(Cc2ccc(N(C)C)cc2)Cc2ccco2)cc1,-3%,0%,x,u,1,x,x,0%,x
Cc1ccc(S(=O)(=O)N2Cc3ccccc3CC2C(N)=O)cc1 (stereo not given),-14%,5%,-3%,12%,0,-1,-11%,-21%,-22%
CC1CCN(c2nn3c(=O)c(C(=O)NCCCOC(C)C)cnc3s2)CC1,-2%,-14%,x,-25%,-2,x,x,-7%,-17%
